S2 tox = cell viability loss in ATXN counter-screen | S2 cells (HEK-293 line with an ATXN2-luciferase reporter) viability, CellTiter-Fluor protease fluorescence, 24 h | Potency, µM (series often up to 56.7 µM), most hits filed as cytotoxic | 400,000 compounds, 0.49% hits; also: potency is read from the fitted curve at half-maximal effect; nearly all actives have a fitted effect of over 40% in size
EPAC2 agonist = agonists of human EPAC2 (RAPGEF4). Q8WZA2. EPAC2 activation, biochemical qHTS; response scale: 100% = 6.5 mM cAMP response. Potency, µM (top dose mostly 154 µM), for inactives: at the top dose activation, most hits filed as activators. 360,000 compounds, 0.079% hits. AID 720711; also: potency is read from the fitted curve at half-maximal effect; nearly all actives have a fitted effect of over 50% in size
Target sequence (Q8WZA2 whole entry, looked up): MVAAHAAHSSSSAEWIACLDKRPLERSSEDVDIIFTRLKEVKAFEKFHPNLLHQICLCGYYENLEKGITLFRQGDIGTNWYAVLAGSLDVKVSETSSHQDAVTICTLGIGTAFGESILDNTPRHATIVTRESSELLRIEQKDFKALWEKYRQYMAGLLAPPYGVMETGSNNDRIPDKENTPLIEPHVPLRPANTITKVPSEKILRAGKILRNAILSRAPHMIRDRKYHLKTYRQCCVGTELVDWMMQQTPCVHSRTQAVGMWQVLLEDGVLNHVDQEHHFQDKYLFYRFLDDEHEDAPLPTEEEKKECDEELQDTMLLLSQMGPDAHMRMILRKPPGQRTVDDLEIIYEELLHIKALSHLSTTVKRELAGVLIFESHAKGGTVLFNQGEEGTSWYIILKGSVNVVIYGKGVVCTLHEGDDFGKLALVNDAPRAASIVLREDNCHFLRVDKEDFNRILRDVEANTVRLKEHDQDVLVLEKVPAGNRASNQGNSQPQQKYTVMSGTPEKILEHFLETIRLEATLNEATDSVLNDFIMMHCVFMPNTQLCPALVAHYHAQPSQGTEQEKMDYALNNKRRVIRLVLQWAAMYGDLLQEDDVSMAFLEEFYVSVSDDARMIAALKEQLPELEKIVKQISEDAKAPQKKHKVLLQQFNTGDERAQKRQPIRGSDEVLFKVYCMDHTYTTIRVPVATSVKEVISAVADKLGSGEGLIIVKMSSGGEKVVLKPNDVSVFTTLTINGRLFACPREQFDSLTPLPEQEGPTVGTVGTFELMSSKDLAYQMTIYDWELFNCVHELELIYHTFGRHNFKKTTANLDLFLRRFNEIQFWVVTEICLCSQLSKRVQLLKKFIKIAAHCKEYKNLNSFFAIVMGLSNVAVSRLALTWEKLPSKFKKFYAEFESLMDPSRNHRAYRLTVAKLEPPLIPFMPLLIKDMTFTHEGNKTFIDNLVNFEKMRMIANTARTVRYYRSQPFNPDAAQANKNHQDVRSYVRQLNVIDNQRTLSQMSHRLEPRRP
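Compounds were added across a concentration range to EPAC2 (100 nM), RAP1B-BODIPY-GDP (250 nM) and GDP (50 uM). After 5 min at room temperature, fluorescence was recorded at 5-min intervals for 30 min.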
A549 viability = A549 cytotoxicity, counter-screen for Nrf2 inhibitors; Potency, µM (doses to about 46 µM), inactives show at the highest dose activity change, negative = cytotoxicity, hits mostly inhibitors; 390,000 compounds, 0.16% hits; A549 ARE-Fluc cells, CellTiter-Fluor viability, 18-24 h; AID 504648; also: potency is read from the fitted curve at half-maximal effect; % is scaled to controls: 0 for no effect and ±100 for the full control effect
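A549 ARE_Fluc cells in 5% FBS OPTI-MEM were exposed to compounds in concentration-response for 18-24 h at 37 deg C. Viability was read by CellTiter-Fluor fluorescence (Ex 405/Em 525) after 30 min, before the luciferase read.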
HepG2 viability = counter-screen for TGF-b inhibitors: cytotoxicity in HepG2 cells. 410,000 compounds, 0.76% hits. HepG2 CAGA-GFP viability, ATP luminescence, 18 h. Potency, µM (top dose mostly 46.1 µM), without a hit: top-dose activity change, negative = cytotoxicity, hits mostly cytotoxic; also: potency is read from the fitted curve at half-maximal effect; some results filed as inactive show a strong effect at the top dose
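CellTiter-Glo luminescence gave cytotoxicity after 18 hours at 37 degrees C. The cells were HepG2 CAGA-GFP in 1% FBS DMEM, stimulated with 500 pg/mL TGF-beta after compound addition. %Activity was normalised to no-cell wells (complete cell-killing) and DMSO (no toxicity), and curves were fitted and classified.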
Nrf2 inh = Nrf2 pathway inhibition. A549 ARE-Fluc reporter, luciferase luminescence, 18-24 h. Potency, µM (doses to about 46 µM), for inactives: at the top dose activity change, negative = inhibition, actives largely listed as inhibitors. 360,000 compounds, 2.1% hits; also: potency is read from the fitted curve at half-maximal effect; % is scaled to controls: 0 for no effect and ±100 for the full control effect; nearly all actives have a fitted effect of over 60% in size
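Quantitative HTS in A549 cells stably bearing an antioxidant response element-firefly luciferase construct. Inhibition of Nrf2-driven transcription was scored by luminescence after 18-24 h of compound exposure at 37 °C.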
IL-2 act = activators of IL-2 | IL-2 activation reporter assay, cell-based qHTS; stimulated with anti-CD3/CD4/CD28 beads; in transgenic mouse T cells | activation, % (series mostly up to about 46 µM) | 360,000 compounds, 0.065% hits; in the data active = activation above about 50%; inconclusive = mostly about 30% to 49%; also: 0% is about no effect
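Readout is EGFP and DsRed signal by fluorescent plate cytometry after 18 h at 37 degrees C. Transgenic mouse T cells (750/well) received compound for 60 min before bead stimulation (anti-CD3, anti-CD4, anti-CD28); memory T cells served as non-tolerant control.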
TGFb inhibitor = blocks TGF-b signaling; HepG2 CAGA-GFP TGF-b/SMAD3 reporter, GFP fluorescence, 18 h; TGF-beta stimulated, 500 pg/mL final; 410,000 compounds, 1.2% hits; Potency, µM (titrated, usually from 46.1 µM), for the others: top-dose activity, negative = inhibition, actives largely listed as inhibitors; AID 588855; also: potency is read from the fitted curve at half-maximal effect; % is scaled to controls: 0 for no effect and ±100 for the full control effect; nearly all actives have a fitted effect of over 65% in size
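GFP signal (ex488/em500-530) from TGF-beta-stimulated HEPG2 CAGA-GFP cells, 500 pg/mL final, 18 h at 37 degrees C in DMEM plus 1% FBS, normalized to unstimulated and DMSO-stimulated controls.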
ATXN2 expr inh = reduces ATXN2 reporter expression in HEK-293 cells; HEK-293 ATXN2-luciferase reporter, luminescence, 24 h; AID 1745845; 360,000 compounds, 0.72% hits; Potency, µM (titrated, usually from 57 µM), inactives show at the highest dose activity change, negative = inhibition, most hits filed as inhibitors; also: potency is read from the fitted curve at half-maximal effect; % is scaled to controls: 0 for no effect and ±100 for the full control effect; nearly all actives have a fitted effect of over 55% in size
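ATXN2-luciferase reporter cells (luciferase flanked by upstream and downstream ATXN2 gene portions) were treated 24 h at 37 °C with compounds at up to 57 uM. SteadyGlo luminescence gave expression; GF-AFC fluorescence gave viability.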
Nrf2 activator = Nrf2 pathway activation; AREc32 ARE-luciferase reporter (MCF7-derived line), luminescence, 24 h; Potency, µM (titrated, usually from 46.1 µM), without a hit: at the highest dose activation, hits mostly activators; 410,000 compounds, 0.31% hits; AID 624171; also: potency is read from the fitted curve at half-maximal effect; % of control where 0% means no effect; nearly all actives have a fitted effect of over 65% in size
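ARE activation measured as luciferase luminescence (Steady-Glo, 30 min RT) in AREc32_Fluc cells after 24 hr compound exposure at 37 deg C, 5% CO2; cells seeded overnight at 1000/well in OPTI-MEM, 5% FBS.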
The depositor's hits bear a star; i = inactive; ? = inconclusive; / = not tested or not shown; & = joins results of further samples; [ ] = dose if it differs, or a comment. Unless noted, calls follow the shape of the dose curve; as a rule, active = well fitted curve in the direction sought with a large enough effect; inconclusive = small, poorly fitted or top-dose-only effect, or another doubt; inactive = no such curve, though single readings can be large; an effect the other way counts as inactive or inconclusive.

SMILES	S2 tox	EPAC2 agonist	A549 viability	HepG2 viability	Nrf2 inh	IL-2 act	TGFb inhibitor	ATXN2 expr inh	Nrf2 activator
O=C(Cc1ccccc1)Nc1cccc(S(=O)(=O)N2CCCCCC2)c1	i	8%	-2%	-7%	-20%	-0.2	-12%	-5%	-0.3%
COc1ccc(C)cc1NC(=O)CSc1nnc(-c2ccc(OC)c(OC)c2)n1N	i	8%	-5%	4%	-9%	-2.0	19%	1%	2.7%
Cc1[nH]c2ccccc2c1/C=C/c1nc2ccccc2c(=O)n1CCO	/	-15%	?	-24%	-19%	-5.5	-4%	-10%	8.9%
Cc1ccc(N2CCN(Cc3nnc(-c4ccccc4F)o3)CC2)c(C)c1	i	/	-9%	-1%	?	/	-29%	-20%	0.8%
Cc1ccc(C(=O)NCC(=O)OCC(=O)c2c(N)n(C)c(=O)n(C)c2=O)s1	i	8%	-7%	-5%	2%	0.1	-29%	5%	1.5%
COc1ccc(CNCc2ccc3c(c2)OCO3)c(OC)c1OC	i	0%	0%	3%	7%	0.6	?	-18%	0.2%
CSc1ccccc1OCc1cc(C(=O)N2CCN(c3ncccn3)CC2)no1	i	13%	-3%	-5%	4%	-2.8	-7%	35%	-0.6%
CC(C)c1ccc(NC(=O)NC2CCCCC2)cc1	i	-13%	-5%	1%	/	-0.7	53%[activator]	64%[activator]	-0.6%
CS(=O)(=O)N1CCc2ccccc2C1	i	3%	-1%	-2%	-9%	-0.5	-8%	-1%	-0.6%
COc1cc(/C=C2\SC(=O)NC2=O)ccc1OCC(=O)N1CCOCC1	?	-3%	-4%	5%	-1%	0.8	-11%	10%	2.6%
CCN(CC)c1ccc(C(NC(=O)C(C)C)c2ccc3cccnc3c2O)cc1 (centres undefined)	i	-13%	/	-23%	/	-3.8	?	/	-0.8%
CC(=O)Nc1ccc(C(=O)N2CCCCC2c2cc(C(=O)N3CCOCC3)no2)cc1 (centres undefined)	i	6%	/	-5%	/	0.0	0%	3%	-0.1%
CSCC[C@H](NC(=O)Cc1ccc(Cl)cc1)C(=O)N1CCC2(CC1)NCCc1[nH]cnc12	i	9%	-1%	-8%	5%	0.1	-5%	2%	-0.6%
COc1ccc(/C=C/C(=O)OCC(=O)c2c(N)n(C)c(=O)n(C)c2=O)cc1	i	-4%	1%	6%	6%	1.1	-3%	-17%	3.7%
NS(=O)(=O)c1cccc(NC(=O)COC(=O)Cc2ccc(Cl)cc2)c1	i	11%	-1%	-9%	-8%	-0.1	6%	-1%	0.0%
COc1ccc(C)cc1NC(=O)Cc1csc(NC(=O)Nc2ccccc2OC)n1	?	6%	/	-29%	/	-1.9	?	/	3.5%
CN(Cc1nccn1C)C(=O)C1CCC(=O)N(CCc2ccc(Cl)cc2)C1 (centres undefined)	i	-5%	-1%	8%	11%	-4.2	10%	2%	0.2%
CON(C)C(=O)c1ccccc1N(C)C(=O)OC(C)(C)C	i	12%	-2%	38%	-3%	-3.1	29%	-1%	-0.6%
COc1ccc(N2C(=O)C(=O)/C(=C(/O)c3ccc(C)cc3)C2c2cccnc2)cc1 (centres undefined)	?	1%	-5%	19%	?	0.7	7%	2%	-0.4%
CCNC(=O)COC(=O)c1ccc(-c2nc3ccccc3s2)s1	i	2%	12%	-27%	?	0.7	-10%	-13%	4.4%
COc1ccc(OC(=O)C2CC(=O)N(c3ccc(C)cc3)C2)cc1 (centres undefined)	i	-1%	4%	1%	1%	1.7	14%	-5%	-0.3%
O=C(Cn1ncc(Cl)c(Cl)c1=O)N1CCN(S(=O)(=O)c2ccc3ccccc3c2)CC1	/	4%	-1%	-54%	?	-3.1	4µM*	?	?
CCC[C@@H](CN1CCC[C@H]1CN1C(N)=NC[C@H]1C(C)C)N1C[C@@H](Cc2ccccc2)N(CCCC2CCCC2)C1=N	i	10%	3%	-10%	5%	-0.1	19%	1%	-0.3%
O=C(CNC(=O)c1ccc(Cl)cc1)OCN1C(=O)c2ccccc2C1=O	i	7%	-7%	-14%	-2%	-3.2	-23%	-8%	-0.2%
CCCN(CC1CC1)C(=S)NC(=O)c1ccccc1Br	i	0%	3%	-23%	2%	0.3	-13%	2%	0.2%
SMILES	S2 tox	EPAC2 agonist	A549 viability	HepG2 viability	Nrf2 inh	IL-2 act	TGFb inhibitor	ATXN2 expr inh	Nrf2 activator
O=C(c1ccc(Cl)nc1)N1CCc2ccccc2C1	i	5%	-3%	-5%	-15%	-0.2	?	0%	-0.6%
Cc1ccc(NC(=O)c2c(-c3ccccc3)noc2C)nc1	i	4%	0%	2%	-2%	-3.3	-2%	0%	-0.7%
Cc1ccc(S(=O)(=O)CC2CSc3nnc(C)c(=O)n32)cc1 (centres undefined)	i	4%	-3%	8%	11%	-1.5	1%	0%	0.0%
COc1ccc(NCC(=O)Nc2ccc(Cl)cc2C)c(OC)c1	i	18%	3%	-64%	-23%	-3.7	?	?	0.0%
OCCCNC(=S)Nc1ccc2nccnc2c1	i	1%	-16%	-20%	-5%	1.4	-11%	-13%	0.2%
O=C(CSC1=Nc2ccccc2C2=NC(CC(=O)NCc3ccco3)C(=O)N12)NCC1CCCO1 (centres undefined)	i	-5%	1%	-23%	?	1.1	28%	-6%	-0.6%
O=C(NCC(=O)N1CC=C(c2ccccc2)CC1)c1ccc(F)cc1	?	1%	0%	-12%	-19%	0.6	10%	-17%	0.1%
COc1ccc(OC2CCN(S(=O)(=O)c3cccc(F)c3)CC2)cc1	i	16%	-18%&16%	-39%&-16%	?	1.7	?	-24%	0.3%&0.2%
c1ccc2c(N3CCOCC3)c3c(nc2c1)CCC3	?	5%	3%	-32%	-10%	0.8	-8%	-1%	0.5%
O=c1oc2ccccc2n1Cc1ccccc1F	i	7%	7%	-14%	1%	0.7	-2%	8%	-1.5%
O=C(c1[nH]c(C(F)(F)F)nc1-c1ccccc1)N1CCN(Cc2c(F)cccc2Cl)CC1	i	5%	/	-6%	/	-0.3	3%	-1%	0.7%
CCCCNCCCOc1ccc(C)cc1Br	?	9%	0%	-52%	4%	-4.3	-15%	/	-0.7%
COc1ccc(S(=O)(=O)N2CCN(C(=O)CN3C(=O)NC4(CCCC4)C3=O)CC2)cc1	i	3%	0%	-8%	4%	-0.9	-1%	-4%	-0.5%
O=C1CC(N2CCN(c3nc4ccccc4s3)CC2)C(=O)N1c1ccc(F)cc1 (centres undefined)	i	9%	-6%	0%	-3%	0.7	-19%	-4%	0.4%
COc1ccc2oc(N)nc2c1	i	10%	3%	-24%	4%	1.1	-1%	1%	2.2%
COCCNC(=O)CN(C(=O)CCC(=O)Nc1ccccn1)c1ccc(F)cc1	i	12%	-1%	23%	/	0.0	19%	-1%	0.1%
CCOC(=O)C1CCCN(C(=O)c2cc(-c3ccncc3)nc3ccccc23)C1 (centres undefined)	i	1%	-8%	-1%	0%	1.4	20%	7%	2.1%
Cc1nc([N+](=O)[O-])c(N2CCN(C)CC2)n1Cc1ccccc1	i	3%	-10%	-53%	6%	3.6	-6%	1%	-0.1%
N#CC1(Cc2ccc([N+](=O)[O-])cc2)c2ccccc2C=CN1C(=O)c1ccccc1 (centres undefined)	i	16%	8%	4%	-6%	1.3	2%	-18%	-0.5%
CCCCn1cnc2c1c(=O)n(C)c(=O)n2C	i	9%	-15%	-20%	3%	-0.3	-24%	-4%	-0.1%
Cc1c(C(=O)NCCc2ccc3c(c2)OCCO3)oc2ccccc12	/	7%	-4%	5%	0%	-0.9	-4%	/	-0.9%
CCC(C)(C(=O)NC1CCCC1)N(C(=O)CC1NC(=O)NC1=O)c1ccc(C)cc1 (centres undefined)	i	-3%	3%	-1%	-14%	1.0	-1%	-3%	0.4%
COc1cccc(C(=O)NCc2cccnc2)c1	i	0%	-3%	8%	3%	0.4	1%	5%	-0.6%
Cc1cc(Cl)ccc1OCc1nc(-c2ccc(O)cc2)n[nH]1	i	4%	-19%	-31%	?	-1.1	20%	17%	4.7%
CN(C)c1ccc(C(CC(=O)c2ccccc2)C2CCCCC2=O)cc1 (centres undefined)	?	1%	2%	9%	1%	8.6	3%	-7%	-0.3%
SMILES	S2 tox	EPAC2 agonist	A549 viability	HepG2 viability	Nrf2 inh	IL-2 act	TGFb inhibitor	ATXN2 expr inh	Nrf2 activator
Cc1nccn1-c1ccc(C(F)(F)F)cc1NC=O	i	-1%[15.6 µM]	-3%	1%	14%	0.0	-12%	-3%	-1.7%
O=C(CCN1C(=O)c2ccccc2C1=O)Oc1ccc2ccccc2c1	i	17%	-3%	5%	-14%	-1.6	27%	0%	-0.1%
O=C(NC1CCN(Cc2ccccc2)CC1)C1COc2ccccc2O1 (centres undefined)	i	-2%	1%	1%	-3%	-1.4	0%	-1%	0.2%
CC1CCN(C(=O)Cn2nnc(-c3ccc(N)cc3)n2)CC1	i	18%	-5%	-10%	-30%	1.1	-2%	18%	-0.2%
O=C1C=C(c2cc(F)ccc2F)C[C@@H](c2ccc(F)cc2)C1	i	6%	-2%	1%	-1%	0.1	-1%	-7%	-0.1%
Cc1ccc(OCCn2cnc3c(N)ncnc32)cc1	i	0%	0%	-33%	13%	0.0	-19%	-25%	0.3%

Bioassay records from PubChem BioAssay.
